Compound activity deposited in PubChem BioAssay by National Center for Advancing Translational Sciences (NCATS).
JMJD2E inh: qHTS Assay for Inhibitors of Human Jumonji Domain Containing 2E (JMJD2E). Lysine-specific demethylase 4E (Homo sapiens), B2RXH2. JMJD2E catalytic domain, FDH-coupled NADH fluorescence (FDH is formaldehyde dehydrogenase). Potency, µM (doses to about 57.1 µM), inactives show at the highest dose activity change, negative = inhibition, hits mostly inhibitors. 230,000 compounds, 1.6% hits. AID 2147, 2009; active = well fitted inhibition curve with a large enough effect, not every such curve was filed as active; inconclusive = small, poorly fitted or top-dose-only effect, or another doubt; inactive = no such curve, though single readings can be large or run the other way;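 also: 0% = wells with enzyme and -100% = buffer wells without enzyme; nearly all actives have a fitted effect of over 50% in size; many of its hits are not listed in these tables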
Target sequence (B2RXH2 1-337 limits assumed): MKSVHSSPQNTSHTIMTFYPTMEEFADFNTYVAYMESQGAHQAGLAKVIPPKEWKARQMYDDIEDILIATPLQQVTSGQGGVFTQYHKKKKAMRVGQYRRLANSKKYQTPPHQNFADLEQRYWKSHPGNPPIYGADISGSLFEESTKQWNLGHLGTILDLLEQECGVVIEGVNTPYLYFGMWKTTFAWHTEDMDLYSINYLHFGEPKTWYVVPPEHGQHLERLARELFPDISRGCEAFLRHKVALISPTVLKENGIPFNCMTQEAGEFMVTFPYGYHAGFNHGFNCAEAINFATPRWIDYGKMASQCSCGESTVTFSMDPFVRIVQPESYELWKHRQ
Luc counter: Counterscreen for Luciferase (Kinase-Glo TM) Inhibition; 200,000 compounds, 0.28% hits; Potency, µM (highest dose often 38.3 µM), for the others: at the top dose activity change, negative = inhibition, actives largely listed as inhibitors; Luciferin 4-monooxygenase (Photuris pensylvanica), Q27757; Kinase-Glo luciferase, ATP luminescence, 8 min; AID 1379, 2008; also: % is scaled to controls: 0 for no effect and ±100 for the full control effect; nearly all actives have a fitted effect of over 60% in size
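Compounds were added to a substrate mix at pH 7.2 (50 mM imidazole, 10 uM ATP, within the enzyme's linear range), followed by Kinase-Glo detection reagent; luminescence was measured after 8 minutes at ambient temperature.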
SMN2 splice up: qHTS Assay for Enhancers of SMN2 Splice Variant Expression. HEK293 SMN2-luciferase splicing reporter, luminescence, 30-36 h. AID 1458, 2008. Potency, µM (highest dose often 46.1 µM), inactives show top-dose activity change, positive = activation, hits mostly activators. 210,000 compounds, 2.8% hits; also: % of control where 0% means no effect; nearly all actives have a fitted effect of over 55% in size
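HEK293 cells carry an SMN2 minigene-luciferase reporter in which exon 7 inclusion puts luciferase in frame. Cells were seeded at 2000 cells/well, attached for 10-12 hours, then exposed to compounds for 30-36 hours at 37C before ONE-Glo luminescence.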
L3MBTL1 inh: qHTS Assay for the Inhibitors of L3MBTL1; 230,000 compounds, 0.66% hits; Lethal(3)malignant brain tumor-like protein 1 (Homo sapiens), Q9Y468; AlphaScreen L3MBTL1–H3K9me1 peptide binding; Potency, µM (highest dose often 57.1 µM), inactives show at the top dose activity, negative = inhibition, hits mostly inhibitors; also: % is scaled to controls: 0 for no effect and ±100 for the full control effect; nearly all actives have a fitted effect of over 60% in size
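L3MBTL1 50 nM + b-AHA-H3(1-15)K9me1 75 nM, 30 min RT; compound added, 30 min RT; streptavidin donor/Ni-chelate acceptor beads 10 ug/mL each final, 30 min RT dark; AlphaScreen read.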
RECQ1 inh: qHTS Assay for Inhibitors of RecQ-Like Dna Helicase 1 (RECQ1); ATP-dependent DNA helicase Q1 (Homo sapiens), P46063; RECQ1 DNA unwinding, red fluorescence kinetic read; Potency, µM (titrated, usually from 57.3 µM), inactives show top-dose activity, negative = inhibition, hits mostly inhibitors; 240,000 compounds, 0.54% hits;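 also: plate controls were vehicle for no effect and no enzyme for full effect; nearly all actives have a fitted effect of over 30% in size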
Target sequence (P46063 whole entry, looked up): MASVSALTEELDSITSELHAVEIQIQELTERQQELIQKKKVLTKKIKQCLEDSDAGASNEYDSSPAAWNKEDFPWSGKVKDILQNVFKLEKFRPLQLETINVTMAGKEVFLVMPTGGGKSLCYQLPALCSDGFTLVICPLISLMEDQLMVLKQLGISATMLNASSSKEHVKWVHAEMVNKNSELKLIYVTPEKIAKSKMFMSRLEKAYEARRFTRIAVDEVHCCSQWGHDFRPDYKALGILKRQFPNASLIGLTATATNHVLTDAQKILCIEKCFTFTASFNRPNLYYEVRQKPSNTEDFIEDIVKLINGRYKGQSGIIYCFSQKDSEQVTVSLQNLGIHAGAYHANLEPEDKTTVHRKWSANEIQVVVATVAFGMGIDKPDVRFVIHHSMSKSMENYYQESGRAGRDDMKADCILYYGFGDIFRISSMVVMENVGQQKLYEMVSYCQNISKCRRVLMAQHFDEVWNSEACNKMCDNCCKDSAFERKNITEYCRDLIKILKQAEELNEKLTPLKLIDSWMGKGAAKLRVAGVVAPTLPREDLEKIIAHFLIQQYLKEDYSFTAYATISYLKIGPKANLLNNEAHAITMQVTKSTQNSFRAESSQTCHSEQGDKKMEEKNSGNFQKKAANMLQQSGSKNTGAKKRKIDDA
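50 nM RECQ1T1 preincubated 15 min with compound in Tris pH 8.0 buffer with MgCl2, DTT, Tween-20 and 2.5 ug/ml poly(dI-dC); started with 200 nM TAMRA/BHQ-2 forked duplex and 2 mM ATP. Unwinding read as fluorescence (525/598 nm), two reads 2 h apart.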
Tau fibril ThT: qHTS for Inhibitors of Tau Fibril Formation, Thioflavin T Binding. recombinant tau K18 P301L (four-repeat tau fragment), heparin-induced fibrillization, ThT fluorescence. Potency, µM (highest dose often 57.4 µM), for the others: at the top dose activity, negative = inhibition, actives largely listed as inhibitors. 270,000 compounds, 2.1% hits. AID 1460, 2008; also: % is scaled to controls: 0 for no effect and ±100 for the full control effect; nearly all actives have a fitted effect of over 55% in size
Target sequence (P10636 561-689 P618L limits assumed): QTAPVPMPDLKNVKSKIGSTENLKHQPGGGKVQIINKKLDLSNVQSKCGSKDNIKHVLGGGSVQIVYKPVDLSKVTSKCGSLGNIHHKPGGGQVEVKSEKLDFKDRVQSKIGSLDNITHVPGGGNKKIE
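Tau K18 P301L fragment (15 uM unlabeled plus 0.24 uM Alexa 594-labeled) in 100 mM sodium acetate pH 7 with compound, fibrillization induced by 20 uM heparin for 6 hr at 37 C. Thioflavin T (30 uM) added, fluorescence read after 1 hr (ex 450, em 510 nm).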
LMNA splice mod: qHTS Assay for Modulators of Lamin A Splicing. HeLa LMNA splicing GFP/RFP minigene ratio, 48 h. Potency, µM (highest dose often 46.1 µM), without a hit: at the top dose ratio change, negative = inhibition, most hits filed as inhibitors. 200,000 compounds, 0.01% hits; active = well fitted inhibition curve with a large enough effect in the signal ratio, with a control signal flat, not every such curve was filed as active; inconclusive = small, poorly fitted or top-dose-only effect, or effect the other way, or a change in a side signal; the % refers to the signal ratio; also: % is scaled to controls: 0 for no effect and ±100 for the full control effect
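S3 HeLa stable clones carrying a lamin A-EGFP splicing minigene plus DsRed2 were seeded at 600 cells/well in Opti-MEM with 2% FBS, pin-dosed and incubated 48 h at 37°C. Acumen cytometry (488 nm) gave the GFP/RFP total-intensity ratio.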
ALDH1A1 inh: qHTS Assay for Inhibitors of Aldehyde Dehydrogenase 1 (ALDH1A1). Aldehyde dehydrogenase 1A1 (Homo sapiens), P00352. Purified ALDH1A1, NADH fluorescence, propionaldehyde substrate. Potency, µM (highest dose often 75.3 µM), for the others: top-dose activity, negative = inhibition, usual class: inhibitors. 220,000 compounds, 7.3% hits. AID 1030, 2008; active = well fitted inhibition curve with a large enough effect, not every such curve was filed as active; inconclusive = small, poorly fitted or top-dose-only effect, or another doubt; inactive = no such curve, though single readings can be large or run the other way;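 also: plate controls were no enzyme wells and a reference inhibitor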
Starred values were filed as active, the others as inactive; i = inactive; u = inconclusive; x = no result given; & = joins results of further samples; [ ] = another dose, or the depositor's remark. Unless noted, calls follow the shape of the dose curve; as a rule, active = well fitted curve in the direction sought with a large enough effect; inconclusive = small, poorly fitted or top-dose-only effect, or another doubt; inactive = no such curve, though single readings can be large; an effect the other way counts as inactive or inconclusive. Potency is read from the fitted curve at half-maximal effect.

structure	JMJD2E inh	Luc counter	SMN2 splice up	L3MBTL1 inh	RECQ1 inh	Tau fibril ThT	LMNA splice mod	ALDH1A1 inh
CC1CCCCN1CC(=O)Nc1sccc1C#N (stereo not given)	8%	-4%	-2%	x	i	-6%	14%	5%
O=C(c1nc2ccccn2c1CNCCCn1ncc2ccccc21)N1CCOCC1	-1%	x	x	0%	-7%	0%	x	-3%
CC(=O)CC1(O)C(=O)Nc2ccccc21 (stereo not given)	2%	x	x	21%	i	-5%	x	x
COc1cccc(NC(=O)CN(c2ccc(C)cc2)S(=O)(=O)c2c(C)nn(C)c2C)c1	9%	-4%	-2%	0%	-3%	-10%	-6%	2%
COCc1c(C(=O)OCC(=O)N2c3ccccc3NC(=O)C2(C)C)oc2ccccc12	u	1%	-6%	-4%	-2%	1%	4%	u
Cc1ccc(NN2C(=O)C=C(c3ccc(Cl)cc3)C2=O)cc1	5%	0%	4%	x	-8%	u	u	18%
COc1ccc(CCN(C)Cc2nc(Cc3ccc(OC)c(OC)c3)no2)cc1OC	u	3%	x	4%	i	-13%	u	-1%
COC(=O)c1c(NC(=S)NC(=O)c2ccco2)sc2c1CCCC2	1%	4%	-5%	3%	-3%	-16%	-5%	u

structure	JMJD2E inh	Luc counter	SMN2 splice up	L3MBTL1 inh	RECQ1 inh	Tau fibril ThT	LMNA splice mod	ALDH1A1 inh
Cc1ccc(S(=O)(=O)CC#CCOC(=O)c2ccc([N+](=O)[O-])cc2)cc1	2%	2%	-51%[inhibitor]	-1%	-1%	u	u	1.1µM*
O=C(CNc1ccc(Br)cc1)c1ccccc1	8%	-19%	-8%	8%	-1%	-6%	20%	20µM*
NC1CCN(c2cccc(Cl)n2)CC1	4%&2%	-1%&3%	19%&-3%	x	-6%&15%&-12%	-14%&0%&-9%	-11%	5%&-12%&-9%
CCOc1ccc(NC(=O)C2CC(=O)N(c3cc(C)cc(C)c3)C2)cc1 (stereo not given)	1%	-4%	-10%	-5%	1%	-16%	1%	-10%
O=C(O)/C=C(\Oc1ccccc1)C1(O)CCCCC1	3%	x	x	4%	-4%	-11%	x	-2%
Cc1cc(C)nc(NCCCc2ccccc2)n1	-23%	1%	-5%	7%	i	-3%	2%	4%
COc1ccc(C2=Nc3cccc4cccc(c34)N2)cc1	-3%	-4%	4%	-14%	11%	3%	-3%	u
CC(C)OCCCNCC(O)c1ccccc1 (stereo not given)	2%	2%	12%	7%	-3%	5%	-13%	u

structure	JMJD2E inh	Luc counter	SMN2 splice up	L3MBTL1 inh	RECQ1 inh	Tau fibril ThT	LMNA splice mod	ALDH1A1 inh
Cc1[nH]nc2c1C(c1ccc(N(C)C)cc1)C1=C(CC(C)(C)CC1=O)N2 (stereo not given)	-29%	3%	8%	1%[11.4 µM]	i	-6%	-16%[46 µM]	-11%
COc1ccc2c(c1)CCN=C2Cc1ccc(OC)c(OC)c1	u	0%	-21%	6%	24%	-5%	u	u
C#CCOCCOCCOCCNc1nc(N2CCN(C(=O)[C@H]([C@@H](C)CC)n3cc([C@@H](N)CO)nn3)CC2)nc(N2CCN(C(=O)[C@H](Cc3cc4ccccc4[nH]3)n3cc([C@@H](N)C(C)CC)nn3)CC2)n1 (stereo not given in full)	-2%	x	x	-22%	-7%	u	x	u
N#Cc1c(-c2ccccc2)c(C#N)c2nc3ccccc3n2c1N	u	1%	-12%	7%	-54%	-1%	u	u
CC(C)NC(=O)COc1nncc2ccccc12	4%	3%	11%	-3%	i	-1%	-12%[46 µM]	0%
O=C(CN1C(=O)CCS(=O)(=O)c2ccccc21)Nc1cccc(Cl)c1	7%	0%	-6%	2%	-3%	-20%	0%	0%
O=C(COC(=O)[C@@H]1CCCN1S(=O)(=O)c1ccc(Cl)cc1)NCC(F)(F)F	-2%	-1%	24%	4%	1%	6%	-2%	8%
O=C(O)CCCCCn1c(SCc2cc(=O)n3cc(Cl)ccc3n2)nc2ccsc2c1=O	-6%	2%	-22%	-7%	-1%	-17%	4%	u

structure	JMJD2E inh	Luc counter	SMN2 splice up	L3MBTL1 inh	RECQ1 inh	Tau fibril ThT	LMNA splice mod	ALDH1A1 inh
Cc1cc(C(=O)COC(=O)c2n[nH]c3ccccc23)c(C)n1CC1CCCO1 (stereo not given)	1%	u	-34%[inhibitor]	-3%	-3%	-4%	u	-1%
COc1ccccc1NC(=O)COC(=O)c1ccccc1OCC(=O)Nc1ccc(SC(F)F)cc1	28%	2%	-18%	-2%	2%	-6%	1%	10%
COc1ccc(C(C(=O)NC2CCCCC2)N(C(=O)Cc2c[nH]c3ccccc23)c2ccc(NC(C)=O)cc2)cc1OC (stereo not given)	8%	-2%	3%	-3%	1%	0%	0%	3%
CCOc1ccc(N2C(=O)CC(S/C(N)=N/N=C/c3cccs3)C2=O)cc1 (stereo not given)	8%	-3%	15%[1.84 µM]	3%	0%	7%	-2%	4%
CCOC(=O)C1=CN(CC2CCCO2)C=C(C(=O)OCC)C1c1ccccc1C(F)(F)F (stereo not given)	u	5%	-7%	36%[activator]	i	-11%	x	u
CC12CCC(C(=O)N(CC(O)CN3CCCCCC3)C1=O)C2(C)C (stereo not given)	10%	-3%	6%	-2%	-3%	-2%	-4%	6%
COc1ccc(C(=O)c2nc3c(n2O)CCCCC3)cc1	u	1%	-4%	x	-5%	-4%	9%	-8%
Nc1nc(-c2ccc(Cl)cc2)nn1C(=O)c1cccs1	u	3%	6%	8%	-4%	-3%	u	3%

structure	JMJD2E inh	Luc counter	SMN2 splice up	L3MBTL1 inh	RECQ1 inh	Tau fibril ThT	LMNA splice mod	ALDH1A1 inh
CN1CCN(C(=O)CCc2ccc(S(=O)(=O)NC3CCCCC3)cc2)CC1	12%	-1%	-22%	x	-9%	-14%	x	1%
CCN(CC)S(=O)(=O)c1ccc(NC(=O)c2cc(-c3cccs3)nc3ccccc23)cc1	u	-2%	0%	12%	-5%	7%	1%	u
CCn1cc(Br)c(C(=O)NCc2ccco2)n1	3%	1%	13%	x	10%	-3%	6%	5%
O=C(CCCCCNC(=O)c1ccccc1)N/N=C/c1ccccc1O	25µM*	1%	-6%	10%	-10%	-16%	-19%	-1%
Cc1c(Cl)cccc1N/C(SCC(=O)N1CCCCCC1)=C(/C#N)c1nc2ccccc2s1	-6%	-3%	u	-1%	-4%	-14%	u	-1%
COc1cnc(-c2ccccn2)nc1NC(C)C	-117%	-3%	-53%[inhibitor]	1µM*	2%	u	u	4%
Cc1nc(C)c(CCNC(=O)c2ccccc2)s1	1%	3%	15%	9%	-13%	-4%	-10%	1%
COC(=O)c1ccc(-c2ccc(/C=N/N3C(=O)C4C5C=CC(CC5)C4C3=O)o2)cc1 (stereo not given)	u	-3%	5µM*	-12%	13%	5%	x	i

structure	JMJD2E inh	Luc counter	SMN2 splice up	L3MBTL1 inh	RECQ1 inh	Tau fibril ThT	LMNA splice mod	ALDH1A1 inh
Cc1nn(-c2ccccc2)c(N)c1C(O)(CSc1nccn1C)C(F)(F)F (stereo not given)	6%	-5%	-1%	x	8%	u	5%	5%
COc1ccc(C(C)C)cc1S(=O)(=O)n1cnc(C)c1	4%	-3%	24%	x	i	-1%	-18%	u
O=C(Cc1ccccc1F)Nc1cccc2cccnc12	2%	2%	1%	19%	-3%	-2%	u	u
CC(C)N=c1scc(-c2cccs2)n1/N=C/c1ccc(O)c(O)c1O	28µM*	-1%	3%[1.84 µM]	u	-17%	16µM*	u	u
O=C(N1CCOCC1)C1(c2ccccc2)CCCCC1	13%	0%	32µM*	0%[11.4 µM]	i	-11%	-2%	-15%
CCNC(=S)N(Cc1ccc2c(c1)OCO2)C1CC(=O)N(c2ccc(OC)cc2)C1=O (stereo not given)	-3%	0%	-11%	4%	-8%	-13%	-14%	-6%
COc1cc2[nH]c3c(=O)n(CCN4CCOCC4)cnc3c2cc1OC	u	x	x	x	13%	-12%	-4%[46 µM]	x
COCCSc1nnc(NC(=O)c2cc(C(=O)OC)cc([N+](=O)[O-])c2)s1	-8%	4%	-14%	-1%	-16%	u	-10%[46 µM]	2%

structure	JMJD2E inh	Luc counter	SMN2 splice up	L3MBTL1 inh	RECQ1 inh	Tau fibril ThT	LMNA splice mod	ALDH1A1 inh
CC(=O)Nc1ccc(-c2cc3ccccc3o2)cc1	u	2%	11µM*	8%	1%	-3%	9%	u
CCCOc1ccc(/C=C2\SC(=S)N(CC3CCCO3)C2=O)cc1 (stereo not given)	12%	-1%	-21%	-18%	-1%	u	u	6.3µM*
CCCC(=O)C1=C(O)C(C(=O)OC)C(C)(C)CC1=Nc1ccc(OC)cc1 (stereo not given)	5%	-4%	-14%	-24%	u	-4%	-3%[46 µM]	6%
O=C(COC(=O)C12CC3CC(CC(C3)C1)C2)Nc1ccccc1F	-1%	2%	-6%	11%	-6%	-12%	-8%	u
C/C(=N\NC(=O)CN1CCN(Cc2ccccc2)CC1)c1cccs1	0%	x	x	1%	5%	-14%	x	10%
Cc1ccc(C(c2nnnn2C2CCCC2)N2c3ccccc3CC2C)cc1 (stereo not given)	-6%	1%	-9%	-7%	-3%	-9%	u	u
c1ccc(Nc2nn[nH]n2)cc1	0%	2%	-6%	6%	i	-2%	u	1%
N#CCCSCc1ccc(OCC(=O)O)cc1	0%	0%	14%	7%	-11%	3%	0%	-3%
COc1ccc(NC(=O)CN(C)CC(=O)Nc2ccc(Cl)cc2F)cc1	2%	8%	0%	x	-6%	-10%	-4%[46 µM]	u

A portion of the library (hit frequency here may not be typical).
